Screens: PubChem, National Center for Advancing Translational Sciences (NCATS)
L3MBTL1 block = qHTS Assay for the Inhibitors of L3MBTL1; Lethal(3)malignant brain tumor-like protein 1 (Homo sapiens), Q9Y468; AlphaScreen L3MBTL1–H3K9me1 peptide binding; Potency, µM (highest dose often 57.1 µM), for inactives: at the top dose activity, negative = inhibition, actives largely listed as inhibitors; hit rate 0.66% among 230,000; AID 485360, 2010; active = well fitted inhibition curve with a large enough effect; inconclusive = small, poorly fitted or top-dose-only effect; inactive = no such curve, though single readings can be large or run the other way; note: nearly all actives have a fitted effect of over 60% in size
Target sequence (Q9Y468 whole entry, looked up): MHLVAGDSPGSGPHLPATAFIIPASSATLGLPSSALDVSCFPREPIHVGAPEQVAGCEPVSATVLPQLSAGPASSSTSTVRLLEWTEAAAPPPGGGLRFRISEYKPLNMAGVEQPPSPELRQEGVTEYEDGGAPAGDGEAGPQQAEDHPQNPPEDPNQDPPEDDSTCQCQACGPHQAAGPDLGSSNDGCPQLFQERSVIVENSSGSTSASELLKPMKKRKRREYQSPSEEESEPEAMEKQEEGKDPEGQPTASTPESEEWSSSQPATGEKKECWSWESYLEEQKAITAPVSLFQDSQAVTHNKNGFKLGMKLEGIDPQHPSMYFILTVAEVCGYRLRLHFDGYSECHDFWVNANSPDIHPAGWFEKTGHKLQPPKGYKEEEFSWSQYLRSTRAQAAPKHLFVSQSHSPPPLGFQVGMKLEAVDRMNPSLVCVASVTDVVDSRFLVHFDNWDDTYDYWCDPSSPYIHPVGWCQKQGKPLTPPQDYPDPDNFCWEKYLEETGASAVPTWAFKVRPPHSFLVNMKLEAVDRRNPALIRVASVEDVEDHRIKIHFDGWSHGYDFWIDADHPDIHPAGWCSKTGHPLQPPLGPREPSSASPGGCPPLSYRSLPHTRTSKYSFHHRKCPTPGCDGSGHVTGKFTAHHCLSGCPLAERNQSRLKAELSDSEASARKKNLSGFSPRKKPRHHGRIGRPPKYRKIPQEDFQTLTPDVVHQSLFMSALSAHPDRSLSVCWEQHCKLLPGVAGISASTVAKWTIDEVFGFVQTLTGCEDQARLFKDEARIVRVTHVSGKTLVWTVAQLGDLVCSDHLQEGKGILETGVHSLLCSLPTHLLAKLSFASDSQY
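Displacement of a biotinylated histone H3(1-15) peptide monomethylated at Lys9 (75 nM) from L3MBTL1 (50 nM) was measured by AlphaScreen after a 30 min room-temperature compound incubation; cefsulodin titration served as intraplate control.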
* = called active by the depositor; u = inconclusive; [ ] = dose if it differs, or a comment. % is set by controls: 0 for no effect and ±100 for the full control effect; potency is the fitted concentration of half-maximal effect. A portion of the library (hit frequency here may not be typical).

SMILES	L3MBTL1 block
CNc1ncnc2ccc(-c3c(C)noc3C)cc12	-4.9%
COc1ccc(-c2oc3ccccc3c2C(=O)Oc2ccccc2)cc1	84.7%[activator]
CC(C)Oc1ccc(C(=O)Nc2cccc(S(=O)(=O)N3CCCC3)c2)cc1	0.2%
Cc1n[nH]c(=O)c2c(NC(=O)COC(=O)c3cc(F)cc(F)c3)oc(C)c12	1.3%
OC(CCN1CCOCC1)c1ccccc1 (centres undefined)	2.3%
Cc1cccc(NC(=O)c2ccc3c(c2)CCN3S(C)(=O)=O)c1	-4.2%
CC1CN(C(=O)CSc2nnc(C3CCCCC3)n2N)CC(C)O1 (centres undefined)	-4.6%
CC(C)(O)[C@@H]1CC[C@@](C)(C2CC[C@]3(C)C2[C@H](O)CC2[C@@]4(C)CC[C@H](O)C(C)(C)C4[C@@H](O[C@H]4O[C@@H](CO)[C@H](O)[C@@H](O)[C@@H]4O[C@@H]4O[C@H](CO)[C@@H](O)[C@H](O)[C@H]4O)C[C@]23C)O1 (stereo in doubt)	1.6%
CCC(=O)c1ccc(OC(=O)C2CCN(C3=NS(=O)(=O)c4ccccc43)CC2)cc1	7.6%
Cc1cc(C)c(NC(=O)CCN2C(=O)c3ccccc3S2(=O)=O)c(C)c1	16.1%
CC(Oc1cccc(Cl)c1)C(=O)Nc1ccc(N2CCOCC2)cc1N1CCOCC1 (centres undefined)	-9.7%
CS(=O)(=O)c1ccc(Cl)c(NC(=O)COC(=O)CNC(=O)c2cccs2)c1	-1.5%
Cc1ccc(C(C)C)cc1S(=O)(=O)Nc1cccnc1	12.4%
CCN(CC)C(=O)c1cccc(NC(=O)c2ccccc2OCc2c(C)noc2C)c1	-0.6%
COc1cc(C(=O)NCCc2ccc(S(N)(=O)=O)cc2)ccc1OCc1c(C)noc1C	-0.1%
O=C(c1cc(Br)ccc1OC(F)F)N1CCN2CCCC2C1 (centres undefined)	2.9%
CCc1ccc(OCC(=O)NNC(=O)c2cc(S(=O)(=O)N(C)C)ccc2N2CCCC2)cc1	3.4%
COc1ccc(Cn2nnc3ccccc32)cc1	8.9%
CC(=O)c1ccc(S(=O)(=O)N(C)CC(=O)Nc2cc(C)on2)cc1	u
COC(=O)C1(C)NC(c2ccc(F)cc2)C2C(=O)N(c3ccc(C)cc3)C(=O)C21 (centres undefined)	1.0%
O=C(Nc1ccc(Cl)c(S(=O)(=O)N2CCCCC2)c1)C1=COCCO1	-0.1%
Cc1ccc(C(=O)Nc2c(C)n(C)n(-c3ccccc3)c2=O)cc1S(=O)(=O)N1CCCCC1	4.0%
CCN(CC(=O)Nc1ccc2c(c1)OCCO2)CC(=O)Nc1ccccc1C(F)(F)F	-7.4%
O=C(COC(=O)/C=C/c1cccc(C(F)(F)F)c1)NC(=O)NCc1ccco1	3.7%
O=C(COC(=O)c1ccc(Cl)nc1)Nc1nnc(-c2ccccc2)o1	-4.7%
COc1ccc(-c2ccc3oc(-c4ccsc4)cc(=O)c3c2)cc1F	3.6%
COc1ccc(OCCCC(=O)Nc2cc(Cl)ccc2-n2cncn2)cc1	0.0%
Cc1ccc(-n2c(-c3ccc(Cl)cc3)n[nH]c2=S)c(C)c1	-11.0%
O=C(NCC(=O)N1CCN(S(=O)(=O)c2ccc3c(c2)OCCO3)CC1)c1ccccc1Cl	2.5%
COc1ccc2nc(SCC(=O)c3c(N)n(C4CC4)c(=O)[nH]c3=O)[nH]c2c1	-1.2%
CCc1ccc(Nc2n[n+](-c3ccccc3)c(-c3c(Cl)cccc3Cl)s2)cc1	u
O=c1nc(-c2ccccc2Cl)c2cc(F)ccc2[nH]1	-2.5%
O=C(Nc1cccc(S(=O)(=O)N2CCCCC2)c1)C1CCC1	-7.0%
Cc1ccc(C(=O)NNC(=O)c2ccc(NS(=O)(=O)c3cccs3)cc2)s1	12.6%
CCCCn1c(N)c(N(CC(C)C)C(=O)c2cc(-c3ccco3)nc3ccccc23)c(=O)[nH]c1=O	u
CCC(CC)COC(=O)C1=C(C)NC(=O)NC1c1ccc(OC)cc1 (centres undefined)	-1.7%[2.29 µM]
COc1cccc(CN(C)C(=O)c2cccc(S(=O)(=O)N3CCN(c4ccc(F)cc4)CC3)c2)c1OC	-3.2%
N#Cc1ccc(COC(=O)CN2C(=O)NC3(CCCC3)C2=O)cc1	-11.1%
CC(=O)Nc1ccc(SC[C@H](Cc2ccccc2)N2CC[C@@H](O)CCC2=O)cc1	9.5%
OC(c1ccc(Cl)cc1)c1nccc2ccccc12 (centres undefined)	2.1%

Random excerpt: four compounds from above
SMILES	L3MBTL1 block
Cc1cc(C)c(NC(=O)CCN2C(=O)c3ccccc3S2(=O)=O)c(C)c1	16.1%
CC(=O)Nc1ccc(SC[C@H](Cc2ccccc2)N2CC[C@@H](O)CCC2=O)cc1	9.5%
CC(C)Oc1ccc(C(=O)Nc2cccc(S(=O)(=O)N3CCCC3)c2)cc1	0.2%
CNc1ncnc2ccc(-c3c(C)noc3C)cc12	-4.9%

(continued)
SMILES	L3MBTL1 block
CC1CCC2(CC1)NC(=O)N(CC(=O)Nc1cccc(C#N)c1)C2=O (centres undefined)	0.6%
CSCCC(=O)N1CCCC(N2CCN(c3cccc(C(F)(F)F)c3)CC2)C1 (centres undefined)	u
COc1ccc(OCCCC(=O)OCC(=O)Nc2sccc2C(N)=O)cc1	-8.9%
O=C(NCC(c1cccs1)N1CCOCC1)c1cnc(Cl)c(Cl)c1 (centres undefined)	-1.0%
Cc1ccc(N(Cc2ccccc2)C(=O)c2ccc(C)c(S(=O)(=O)N3CCOCC3)c2)cc1	-4.0%
Cc1cccc(OCc2nnc(SCC(=O)N(c3ccccc3)C3CCS(=O)(=O)C3)o2)c1 (centres undefined)	1.1%
Cc1ccc(-c2csc3ncnc(SCC(=O)NCC4CCCO4)c23)cc1 (centres undefined)	28.7%
CCCNC(=O)c1onc(CS(=O)(=O)c2cccc(OC)c2)c1C(=O)NCCC	6.8%
CCN(C(=O)Cn1c(=O)oc2ccccc21)c1c(N)n(Cc2ccccc2)c(=O)[nH]c1=O	-3.9%
CCCn1c(N)c(C(=O)CSc2nc(N)cc(=O)[nH]2)c(=O)n(C)c1=O	2.9%

Three of the compounds above, as a markdown table.
| compound | L3MBTL1 block |
| --- | --- |
| Cc1cccc(OCc2nnc(SCC(=O)N(c3ccccc3)C3CCS(=O)(=O)C3)o2)c1 (centres undefined) | 1.1% |
| Cc1ccc(-c2csc3ncnc(SCC(=O)NCC4CCCO4)c23)cc1 (centres undefined) | 28.7% |
| CCCNC(=O)c1onc(CS(=O)(=O)c2cccc(OC)c2)c1C(=O)NCCC | 6.8% |

Later entries:
SMILES	L3MBTL1 block
COc1ccc(S(=O)(=O)N2CCOCC2)cc1NC(=O)COc1ccc(C)cc1	-0.3%
CC(=O)c1c(C)[nH]c(C(=O)COC(=O)c2c(-c3ccccc3)noc2C)c1C	-6.3%
COc1ccc(C(=O)OCC(=O)N2CCC(C)CC2)cc1S(=O)(=O)N1CCOCC1	9.5%
CC(C)[C@H](NC(=O)c1ccccc1F)C(=O)OCC(=O)NC(=O)NC1CCCCC1	-3.0%
COc1ccc(S(=O)(=O)N2CCCCC2)cc1NC(=O)c1ccc(C)cc1	2.4%
CCN1C(=O)[C@H]2[C@@H](c3ccc(SC4CCCCC4)c(OC)c3)N3CCCC[C@@]3(C(=O)OC)[C@H]2C1=O	10.5%
COc1cc(C(=O)NCCc2ccccc2)ccc1OCC(=O)N1CCOCC1	-0.4%
CCC(C(=O)NC1C(=O)N2C(C(=O)O)=C(CSc3nnc(C)s3)CSC12)c1ccccc1 (centres undefined)	-17.4%
Nc1cc(N)nc(SCC(=O)Nc2cccc(S(=O)(=O)N3CCCCC3)c2)n1	4.3%
Cc1ccc(C2(C)NC(=O)N(CC(=O)N3CCN(S(=O)(=O)c4cccc([N+](=O)[O-])c4)CC3)C2=O)cc1 (centres undefined)	0.7%
Cc1cccc(C)c1NC(=O)CNC(=O)c1ccc2nc[nH]c2c1	-0.1%
Cc1ccc(-c2cn(CCC(=O)O)c(-c3ccc(Cl)nc3)n2)cc1	5.3%
Cc1ccc(S(=O)(=O)N2CCCC2C(=O)NCc2ccccc2Cl)cc1 (centres undefined)	43.7%[activator]
O=C(c1ccc(S(=O)(=O)Nc2ccccc2F)cc1)N1CCCC1	3.5%
O=C(COC(=O)c1nc(Cl)ccc1Cl)NC1CCCCC1	4.1%
CC(C)CCN1C(=O)c2ccc(C(=O)OCC(=O)N(C)C3CCS(=O)(=O)C3)cc2C1=O (centres undefined)	3.5%
COc1ccc2[nH]c3c(c2c1)CCN1C(=O)C(CC(=O)NC/C=C(\C)CCC=C(C)C)C[C@H](C(=O)N(C(C)C)C(C)C)[C@@]31C (some centres undefined)	-1.8%
CCOC(=O)c1c(C)[nH]c(C(C)=NNC(=O)Cn2nc(C)cc2C)c1C	-9.6%
CCCNC(=O)C(Cc1ccccc1C)NC(=O)c1ccc(C(F)(F)F)cc1 (centres undefined)	-2.8%
Cc1ccccc1OCC(=O)NCCS(=O)(=O)N1CCN(c2ccc(F)cc2)CC1	-13.6%
Cc1coc2c(C)c3oc(=O)c(CCC(=O)NCCCN4CCOCC4)c(C)c3cc12	5.0%
CCN(CC)S(=O)(=O)c1ccc(OC)c(NC(=O)CSCc2c(C)noc2C)c1	-17.3%
CN(C)C(=O)c1ccc(NC(=O)CC2SC(N3CCCC3)=NC2=O)cc1 (centres undefined)	1.9%
CN(C(=O)c1ccc(Cl)c([N+](=O)[O-])c1)C1(C)CCS(=O)(=O)C1 (centres undefined)	-2.9%
COC(=O)CN1C(=O)[C@H]2[C@@H](/C=C/c3ccccc3)N3C(=O)CN(Cc4ccccc4)C(=O)[C@@]3(Cc3ccccc3)[C@H]2C1=O	-1.9%
COc1ccc(NS(=O)(=O)c2ccc(C(=O)N3CCN(c4ccc(F)cc4)CC3)cc2)cc1	-6.2%
CS(=O)(=O)c1ccc2nc(NC(=O)CCNC(=O)c3ccc([N+](=O)[O-])cc3)sc2c1	0.0%
CCOC(=O)N1CCN(C(=O)C(NC(=O)c2ccco2)C(C)C)CC1 (centres undefined)	0.5%
CCOc1ccc(C(C)=O)cc1COC(=O)c1cc([N+](=O)[O-])ccc1N1CCOCC1	-10.2%
O=C(COC(=O)c1ccc(Br)cc1)Nc1cccnc1Cl	-0.3%

Three compounds already listed, arranged by heavy-atom count, smallest number first:
SMILES	L3MBTL1 block
O=C(COC(=O)c1ccc(Br)cc1)Nc1cccnc1Cl	-0.3%
CN(C)C(=O)c1ccc(NC(=O)CC2SC(N3CCCC3)=NC2=O)cc1 (centres undefined)	1.9%
CCN(CC)S(=O)(=O)c1ccc(OC)c(NC(=O)CSCc2c(C)noc2C)c1	-17.3%

(more compounds)
SMILES	L3MBTL1 block
CC(NC(=O)COC(=O)Cc1ccc(Cl)cc1)c1ccccc1 (centres undefined)	5.2%
O=C(C1=C(O)C(=O)N(Cc2cccnc2)C1c1cccc(Oc2ccccc2)c1)c1ccco1 (centres undefined)	-3.7%
CC(C)C[C@@H](CSc1ccccc1)N1CCN(CCc2ccccc2)CCC1=O	4.6%
Cc1ccc(OCC(=O)OCC(=O)N2c3ccccc3CC2C)cc1C (centres undefined)	5.6%
CCc1ccccc1OCC(=O)Nc1ccc(N2CCCC2)cc1C	-17.7%
CC(C)(C)OC(=O)NCCCCCNC(=O)c1nc[nH]c1C(=O)N1CCc2ccccc2C1	-10.6%
O=C(O)c1ccc(S(=O)(=O)N(CCc2ccccc2)Cc2ccc(Cl)cc2)cc1	-3.8%
O=C(CN1C(=O)NC2(CCCc3ccccc32)C1=O)N1CCCCC1 (centres undefined)	-4.5%
CCn1c(SCc2ccc(C(=O)O)cc2)nnc1-c1ccc(Cl)cc1	3.3%
COC(=O)c1ccc(NC(=O)COC(=O)C2CCC2)cc1	7.0%
CC(=O)Oc1ccc(C(=O)Nc2ccc(S(=O)(=O)N3CCOCC3)cc2)cc1	-5.4%
COc1ccc(CCC(=O)OCC(=O)Nc2sccc2C(N)=O)cc1	-1.3%
Cc1ccccc1C(=O)NCC(=O)OCC(=O)NC(C)C1CC2CCC1C2 (centres undefined)	3.4%
CC1CCCN(CCC(=O)Nc2ccc(F)c(F)c2)C1 (centres undefined)	-4.6%
CC1(C)Cc2cccc(OCC(=O)Nc3ccccc3F)c2O1	12.5%
O=C(O)CCC(=O)N1N=C(c2ccccc2)CC1c1ccc(Br)cc1 (centres undefined)	-3.0%
CCn1c(=NC(=O)CS(=O)(=O)c2ccc(F)cc2)sc2cccc(OC)c21	3.6%
CCN(C(=O)COC(=O)c1ccc2ccccc2n1)c1c(N)n(Cc2ccccc2)c(=O)[nH]c1=O	-5.8%
O=S(=O)(NCCC1=CCCCC1)c1c(Cl)cccc1Cl	30.2%[activator]
CCCn1c(CCNc2nc(-c3ccc(OC)cc3)cs2)nc2ccccc21	-9.5%
Cc1nn(-c2ccccc2)c2[nH]c(=O)cc(C(F)F)c12	-1.4%
CSCCC(NS(=O)(=O)c1ccccc1F)C(=O)NCc1cccs1 (centres undefined)	-4.8%
O=C(Nc1ccc(F)cc1)Nc1nnc(Cc2ccccc2)s1	-6.2%[2.29 µM]
Cc1ccc(C(=O)NCC(=O)Nc2cc(C)ccn2)cc1	-3.3%
COc1ccccc1NC(=O)C(C)Sc1nc2ccccc2c(=O)n1CC1CCCO1 (centres undefined)	0.2%
Clc1ccc(N2CCN(Cc3ccc(Br)o3)CC2)cc1	0.5%
NC(=O)c1ccc(NC(=O)COc2ccc(-n3cnnn3)cc2)cc1	-7.9%
FC(F)(F)c1cccc(CNC2CCN(Cc3ccccc3)CC2)c1	-0.3%
CCCNC(=O)CSc1ccc(S(=O)(=O)N2CCCC2)cn1	-0.1%
CCN1CCN=C1Nc1ccccc1	12.7%
CC(=O)c1ccc(NC(=O)CCS(=O)(=O)c2ccc3c(c2)n(C)c(=O)c(=O)n3C)cc1	-11.7%
COc1ccc(C(CNC(=O)c2cccc(S(=O)(=O)N3CCCCC3)c2)N2CCCC2)cc1 (centres undefined)	-0.5%
